Wnt bcat act = activators of Wnt/beta-catenin signaling. 300,000 tested, 1.2% active. Wnt/beta-catenin reporter cell assay, activator, plate reader. AID 743398. activation, % at 9.35 µM; in the data active = activation above about 30%, passing the limit was not always enough;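 note: 0% = neutral control wells and 100% = positive control wells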
V-ATPase pH = regulators of yeast V-ATPase proton transport; S. cerevisiae, pHLuorin cytosolic pH fluorescence; 350,000 tested, 0.37% active; AID 504577; response, % at 10 µM; in the data active = response mostly above about 7.3%, no sharp cut-off; inactive = mostly below about 5.4%; note: actives read high; inactives centre near 0; some compounds called inactive have numbers as strong as hits; reference of the scale not given here
dFosB activator = activators of mouse delta FosB homodimer. 340,000 tested, 0.99% active. activation, % at 25 µM. purified delta FosB, TAMRA-CDK5 oligo fluorescence polarization; percent of positive-control signal above neutral wells. AID 493131;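 active = mean activation above about 17%, with every replicate also reaching it, limit read from the data, passing the limit was not always enough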;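 note: fluorescence polarization rise as delta FosB binds a TAMRA Cdk5 AP-1 oligo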
Target sequence (P13346 whole entry, looked up): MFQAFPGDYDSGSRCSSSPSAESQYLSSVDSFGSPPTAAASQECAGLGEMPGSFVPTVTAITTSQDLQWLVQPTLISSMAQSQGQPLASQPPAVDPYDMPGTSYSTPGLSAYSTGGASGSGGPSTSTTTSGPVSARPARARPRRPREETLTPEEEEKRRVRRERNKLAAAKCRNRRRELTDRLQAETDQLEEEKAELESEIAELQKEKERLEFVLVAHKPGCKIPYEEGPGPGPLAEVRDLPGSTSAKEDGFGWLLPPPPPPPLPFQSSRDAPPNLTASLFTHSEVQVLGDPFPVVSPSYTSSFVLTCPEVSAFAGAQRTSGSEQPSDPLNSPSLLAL
HTR5A ag ctr = HTR5A agonism, opioid heterodimer counter-screen; P47898; HTR5A agonist assay, luminescence, cell-based; activation, % at 9.3 µM; 340,000 tested, 0.61% active; AID 504692; in the data active = activation mostly above about 9.5%, no sharp cut-off; inactive = mostly below about 7.6%;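 note: 0% = cells with vehicle only and 100% = reference agonist; strong numbers were not always called active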
NSD2 inh = inhibitors of human histone methyltransferase NSD2; O96028; inhibition, % at 12.5 µM; NSD2 peptide methylation, AlphaScreen, 120 min; 310,000 tested, 0.54% active; AID 743445; in the data active = inhibition above about 50%
PvdQ acylase = blocks Pseudomonas aeruginosa PvdQ acylase activity | purified PvdQ acylase, fluorescence plate reader | inhibition, % at 10 µM | 340,000 tested, 0.063% active; in the data active = inhibition above about 30%, passing the limit was not always enough;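 note: 0% = vehicle neutral wells and 100% = reference inhibitor wells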
SR-BI HDL uptake = mouse SR-BI HDL lipid transfer inhibition. Q61009. ldlA[mSR-BI] CHO cells, DiI-HDL uptake fluorescence, 3 h. inhibition, % at 12.5 µM. 320,000 tested, 0.96% active. AID 488896;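 active = mean replicate inhibition of at least 70% and a set share of replicates each scoring 70 or more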;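 note: 0% = median of neutral control wells and 100% = median of positive control wells; values of inactives mirror those of a sister screen read the other way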
Target sequence (Q61009 whole entry, looked up): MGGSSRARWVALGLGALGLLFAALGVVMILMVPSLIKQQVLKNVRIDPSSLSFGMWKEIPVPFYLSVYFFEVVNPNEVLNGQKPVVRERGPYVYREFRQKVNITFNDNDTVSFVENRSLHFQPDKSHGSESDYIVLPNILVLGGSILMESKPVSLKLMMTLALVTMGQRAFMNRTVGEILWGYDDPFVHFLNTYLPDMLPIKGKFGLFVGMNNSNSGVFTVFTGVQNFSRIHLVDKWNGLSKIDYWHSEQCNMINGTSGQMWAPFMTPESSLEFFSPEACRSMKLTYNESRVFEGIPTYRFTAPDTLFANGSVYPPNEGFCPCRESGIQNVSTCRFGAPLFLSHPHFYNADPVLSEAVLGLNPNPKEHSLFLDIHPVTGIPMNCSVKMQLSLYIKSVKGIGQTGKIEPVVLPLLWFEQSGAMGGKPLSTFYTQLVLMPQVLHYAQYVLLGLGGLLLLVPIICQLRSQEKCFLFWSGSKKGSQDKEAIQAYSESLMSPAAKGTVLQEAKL
CDK5 p35 inh = CDK5/p35 (human) kinase inhibition; Q00535+Q15078; Recombinant CDK5/p35, ADP-Glo luminescence, 60 min; inhibition, % at 10 µM; 330,000 tested, 0.01% active;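 active = highest replicate inhibition of at least 50% and at least 75% of replicates reaching 50%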;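 note: plate controls were DMSO neutral control for no effect and GW8510 at 10 µM for full effect; many of its hits are not listed in these tables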
HTR5A inv ag = HTR5A inverse agonism, opioid heterodimer counter-screen; 340,000 tested, 0.083% active; inhibition, % at 9.3 µM; HTR5A cell line, luminescence; P47898; AID 504634; in the data active = inhibition mostly above about 23%, no sharp cut-off; inactive = mostly below about 18%;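 note: 0% = cells with DMSO and 100% = no-cell wells with DMSO; some compounds called inactive have numbers as strong as hits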
MITF act = MITF TRPM1 promoter activation in melanoma cells. 300,000 tested, 0.75% active. SK-MEL-5 TRPM1-promoter luciferase, 24 h; % of positive control, neutral wells = 0. activation, % at 12.5 µM;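 active = mean activation of at least 80% with every replicate also reaching 80%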;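 note: 0% = neutral control wells and 100% = parthenolide positive control wells; values of inactives mirror those of a sister screen read the other way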
Starred values were filed as active, the others as inactive; . = not tested or not shown. Only part of the results is shown; count on the stated rates, not on these rows.

SMILES | Wnt bcat act | V-ATPase pH | dFosB activator | HTR5A ag ctr | NSD2 inh | PvdQ acylase | SR-BI HDL uptake | CDK5 p35 inh | HTR5A inv ag | MITF act
COc1ccc(OC)c(C(c2c(O)c3ccccc3oc2=O)c2c(C)n(C)n(-c3ccccc3)c2=O)c1 (stereo not given) | 10 | 0 | -5 | 0 | . | -2 | . | 0.6 | 23 | 5
Clc1ccc(N2CC2c2ccncc2)cc1 (stereo not given) | 3 | 3 | 2 | 3 | 10 | -17 | -1 | 1.7 | -11 | 1
CCn1c(O)c(C=Nc2ccc(S(N)(=O)=O)cc2)c(=O)n(CC)c1=S | -3 | 1 | 19* | 0 | -3 | -8 | -15 | -0.3 | 17 | -32
COc1ccc(C(CC(=O)N2CCC3(CC2)OCCO3)NS(=O)(=O)c2ccc(F)cc2)cc1 (stereo not given) | . | -2 | -13 | 3 | -1 | -11 | -29 | 0.2 | 7 | 3
CN(C)C1=NC(N(C)C)=NP(N(C)C)(N(C)C)=N1 | 1 | 0 | -2 | 10 | -4 | -12 | -15 | -0.8 | -27 | 6
O=S(=O)(c1ccccc1)N1CCN2CCCC2C1 (stereo not given) | -1 | -1 | 0 | 4 | 2 | -20 | -20 | 1.1 | -15 | .
CCOc1ccc(NC(=O)c2c(C)nn(Cc3ccccc3)c2Cl)cc1 | -1 | 0 | -3 | 5 | 0 | 8 | 9 | -0.9 | -19 | 8
CCOP(=S)(OCC)c1ccc(N(C)C)cc1 | . | -3 | -6 | 2 | -2 | -15 | 13 | -0.2 | -27 | -4
O=C1C=C2C=C[C@H]3C[C@]2(O1)[C@@H]1CCCCN13 | -4 | -4 | 1 | 15 | . | -12 | -19 | -1.5 | -43 | -17
CC(=NNC(=S)N1CC2CCC(CC2)C1)c1nccs1 | -5 | -6 | -1 | -2 | 0 | 11 | 53 | 0.5 | 6 | -59
O=c1cccc2n1CC1CC2CN(c2ncnc3c2cnn3-c2ccc(Cl)cc2)C1 (stereo not given) | . | 0 | -10 | 0 | -1 | -4 | . | 1.5 | -18 | 1
Cc1ccc(OP(=O)(O)Oc2ccc(C)cc2)cc1 | -5 | -5 | 0 | 2 | 0 | 2 | -9 | -0.2 | -7 | -8
CCN(CC)c1ccc(N=Cc2c(O)n(-c3cc(OC)ccc3OC)c(=O)[nH]c2=O)cc1 | 0 | 3 | 0 | 2 | 2 | 1 | 91* | 2.0 | -5 | -3
FC(F)(F)c1cccc(-n2nnnc2C2(N3CCOCC3)CCCCC2)c1 | -1 | 2 | 1 | . | 1 | -1 | -2 | 0.9 | . | .
COc1ccccc1CCNC(=O)CCC(=O)N1CC2C[C@@H](C1)Cn1c2cccc1=O | -1 | 1 | -3 | -1 | . | -5 | -12 | -0.8 | -15 | 19
C=CCN1C(=O)/C(=C/c2cc(C)n(-c3ccccn3)c2C)C(=O)NC1=S | . | 0 | -5 | -7 | 17 | -5 | -4 | 0.6 | 18 | -13
CC(C)OC1CCCC(O)C1CC(=O)O (stereo not given) | 1 | -1 | -5 | -3 | . | -2 | 0 | 1.0 | 8 | 16
COC1=CC(=O)O[C@@H](/C=C/c2ccccc2)C1 | 20 | 6 | 5 | 2 | . | -17 | -5 | -3.4 | -36 | 36
OC12ONC(c3ccccn3)C1N1CCC2CC1 (stereo not given) | 14 | -4 | -2 | -2 | -2 | 7 | -18 | 0.4 | 4 | -2
CCCCCCC(=O)c1c(O)n(-c2ccc(OC)cc2)c(=O)[nH]c1=O (tested in a mixture with another compound) | 0 | 0 | -4 | -4 | 0 | -14 | -15 | -4.9 | 1 | -10
Fc1ccccc1CCNCc1cccc(Cl)c1Cl | . | 2 | -11 | 5 | . | -7 | -23 | 3.6 | -6 | 25
COC(=O)C1=C(c2c(C)noc2C)C[C@@H]2CC[C@H]1N2C(=O)NCc1ccc(C(F)(F)F)cc1 | -2 | -1 | -14 | 3 | . | 6 | 26 | -1.0 | -23 | -11
O=c1[nH]c(=S)n(Cc2ccc(F)cc2)c(O)c1C=NCc1ccc2c(c1)OCO2 | -4 | 0 | 40* | 3 | -1 | -11 | -5 | 0.2 | -2 | -7
Cc1cccc(OCC(=O)N2CCN(Cc3cccnc3)CC2)c1 | 1 | 9 | 2 | 1 | -1 | 2 | -16 | -0.5 | 0 | 8
Cc1cccc(OC(=O)N2CCOCC2)c1 | -2 | -1 | 5 | -1 | 0 | -11 | -7 | 0.2 | 5 | -5
COc1ccccc1OCCCn1cc(C(=O)C2CC2)c2ccccc21 | 1 | 0 | -15 | -3 | -6 | -15 | 62 | -2.8 | 8 | -11
O=C(NCCO)c1nsnc1NCCCl | -1 | 1 | -6 | 4 | -4 | 4 | -2 | 1.7 | -10 | 1
CCOc1ccc(-n2c(O)c(C=Nc3ccc(N4CCOCC4)cc3)c(=O)[nH]c2=O)cc1 | -1 | 1 | -11 | 3 | 9 | -12 | -1 | 2.2 | -9 | -8
CCN1CC2C3CCC(C)(O3)C2C1 (stereo not given) | 2 | -2 | -5 | 3 | -1 | -8 | -4 | -1.9 | -10 | -7
COC(=O)Cn1cc(C(=O)c2ccccc2F)c2ccccc21 | -1 | -4 | -4 | -1 | -1 | -6 | 49 | 0.0 | -38 | 3

Whole records, quoted from the list. Order of screens: Wnt bcat act | V-ATPase pH | dFosB activator | HTR5A ag ctr | NSD2 inh | PvdQ acylase | SR-BI HDL uptake | CDK5 p35 inh | HTR5A inv ag | MITF act
Shown for OC12ONC(c3ccccn3)C1N1CCC2CC1 (stereo not given) → 14 | -4 | -2 | -2 | -2 | 7 | -18 | 0.4 | 4 | -2
Shown for O=C(NCCO)c1nsnc1NCCCl → -1 | 1 | -6 | 4 | -4 | 4 | -2 | 1.7 | -10 | 1

Going on with the list:
SMILES | Wnt bcat act | V-ATPase pH | dFosB activator | HTR5A ag ctr | NSD2 inh | PvdQ acylase | SR-BI HDL uptake | CDK5 p35 inh | HTR5A inv ag | MITF act
Cc1ccc(NC(=O)[C@@H](NC(=O)N2C[C@H]3C[C@@H](C2)c2cccc(=O)n2C3)C(C)C)cc1 | -1 | 1 | -8 | 2 | . | -9 | -26 | -1.3 | -22 | 8
CC(=O)Nc1ccccc1C(=O)C(=O)Nc1cccc(C(=O)N2CCC3(CC2)OCCO3)c1 | 1 | 2 | -11 | 0 | 2 | -9 | 0 | 1.1 | -1 | -5
c1ccc2c(c1)-c1cccc3cccc-2c13 | -1 | 0 | -3 | 6 | . | -10 | -14 | -1.0 | 11 | 15
O=C(Cc1c(Cl)cccc1Cl)N1CCN(Cc2ccccc2)CC1 | -3 | -2 | -7 | -3 | 2 | 4 | 8 | 5.3 | 10 | 7
Cc1ccsc1-c1nc(CSCC(=O)N2CCC3(CC2)OCCO3)c(C)o1 | . | 1 | -7 | 4 | 0 | -11 | 29 | 1.5 | -17 | .
O=[N+]([O-])c1ccc(C[n+]2c(-c3ccccc3)cc(-c3ccccc3)cc2-c2ccccc2)cc1 | -2 | -4 | -6 | 2 | . | -4 | -3 | -1.2 | -7 | -15
CN1CCc2nc(N)c(C#N)c(-c3ccccc3)c2C1 | 2 | 0 | -5 | 4 | . | -17 | 13 | 0.3 | -48 | -1
O=C(COc1ccc(Br)cc1)N1CCN(Cc2ccncc2)CC1 | . | -1 | -6 | -1 | 0 | -5 | -4 | 1.8 | 3 | 11
CCC(C)(O)C(=O)OC1C(=O)OC2CC3C(C)=CC(=O)C(O)C3(C)C3C4(O)OCC23C1C(C)C4O (stereo not given) | -9 | -2 | 1 | -2 | -1 | 6 | -10 | 1.4 | 8 | .
CCCCN1C(=O)C(C2c3ccccc3C(=O)N2Cc2ccccc2)C(=O)NC1=S (stereo not given) | . | -1 | -4 | 2 | 3 | -5 | -14 | -1.3 | -1 | -7
CN(C)c1ccc(/C=C/C=C2/C(=O)NC(=O)N(c3ccccc3)C2=O)cc1 | -6 | 1 | 10 | -6 | 6 | 13 | -2 | 3.5 | 16 | -83
CN1C2CCC1/C(=C/c1ccccn1)C(=O)/C2=C\c1ccccn1 | -12 | -2 | -11 | -7 | 16 | 1 | 45 | -1.4 | -2 | -97
COC(=O)C1=C(c2ccc(F)cc2OCc2ccccc2)C[C@@H]2CC[C@H]1N2C(=O)NCc1ccc(N(C)C)cc1 | -3 | -2 | 9 | -5 | . | -13 | 21 | 0.8 | -13 | 13
Clc1ccc2[nH]c3c(c2c1)CCNC3 | -1 | 3 | 7 | 7 | 21 | -3 | 20 | 1.1 | -19 | -15
CC1(C(O)(C#CCN2CCCCC2)c2ccccc2)CCCC1 (stereo not given) | -1 | 2 | -8 | -1 | 2 | -15 | 5 | -1.7 | 20 | 4
CC1CCCCN1C(=O)Cn1cc(C=C2C(=O)N(C)C(=O)N(C)C2=O)c2ccccc21 (stereo not given) | -3 | -2 | 2 | -2 | 1 | -6 | -13 | 0.6 | 6 | -4
Cc1ccc(CNC2=NCCS2)cc1 | 0 | 0 | -4 | -2 | 34 | -16 | -1 | 0.1 | 6 | .
COc1ccc(Br)cc1CN1CCN(CCO)CC1 | . | -1 | 1 | -2 | -2 | 0 | -17 | 2.1 | 7 | -8
N#Cc1ccc(Cn2cc(C=O)c3ccccc32)cc1 | -1 | -3 | -3 | -1 | -4 | 1 | 2 | 1.8 | 3 | -11
CNc1ccc2oc(C[C@H]3O[C@@]4(CC[C@H]3C)O[C@H]([C@H](C)C(=O)c3ccc[nH]3)[C@H](C)C[C@H]4C)nc2c1C(=O)O | -22 | -2 | -2 | 0 | . | -20 | -14 | -0.7 | 2 | -101
O=C(NC[P+](=O)O)OCc1ccccc1 | . | -4 | 2 | 8 | 0 | -12 | 11 | -0.4 | 16 | 5
O=C(O)CCCc1ccc(N(CCCl)CCCl)cc1 | -1 | 0 | -7 | -1 | . | -9 | -1 | -1.3 | -12 | -10
CC1(CCl)CN1S(=O)(=O)c1ccccc1 (stereo not given) | -2 | 3 | 0 | 2 | 0 | -5 | . | -8.0 | 15 | -21
CCSC1=NN1c1cc(C)nc(N)n1 | 0 | 0 | 6 | -1 | -1 | -13 | -30 | 1.7 | 2 | -2
COc1cc(/C=C/c2nc3ccccc3c(=O)n2-c2ccccc2O)ccc1O | 1 | 1 | -13 | -1 | -4 | -12 | 19 | 0.0 | 6 | 0
Nc1ccc(-c2ccc(N)cc2)cc1 | -3 | -1 | 0 | -2 | 1 | -10 | 10 | -0.7 | 7 | 17
O=C(NP(=O)(N1CC1)N1CC1)c1cc(I)ccc1I | -2 | -4 | -1 | -1 | 0 | 4 | 8 | 0.7 | 4 | .
CCC(=Nc1ccc(OC)cc1OC)c1c(O)n(C)c(=O)n(C)c1=O | . | -3 | -6 | -2 | -1 | -5 | 46 | 2.4 | -24 | -11
COC(=O)C1=C(c2ccc(F)cc2OCc2ccccc2)C[C@@H]2CC[C@H]1N2C(=O)NCc1ccccc1Cl | -5 | -3 | 2 | 4 | . | 11 | 29 | -0.3 | -11 | 15
CCOC(=O)C1CCN(Cc2ccc(Cl)nc2)CC1 | -1 | 0 | 4 | 0 | -2 | 12 | 16 | -0.2 | -1 | -2
Cc1nn(Cc2ccccc2)c(C)c1C=C1C(=O)NC(=S)NC1=O | -1 | -1 | 4 | 1 | 19 | -10 | 6 | 1.0 | -19 | 0
Cc1ccc(OP(=O)(NC(C)c2ccccc2)Oc2ccc(C)cc2)cc1 (stereo not given) | -4 | 0 | -4 | -1 | -2 | -10 | 12 | 0.7 | 12 | 1
Cc1cc(C)n2nc(SC(C)C(=O)N3CCC4(CC3)OCCO4)nc2n1 (stereo not given) | . | -1 | -6 | -3 | . | -11 | -17 | -2.0 | -14 | -5
COc1ccc(CN2C(=O)NC(=O)/C(=C/c3ccoc3)C2=O)cc1 | -1 | -2 | -15 | 0 | 14 | 4 | -8 | -7.6 | -5 | .

Source: PubChem
